Runt-CBFb FRET – blocks binding of human RUNX1 Runt domain to CBFb | Q01196+Q13951 | Cerulean-Runt/Venus-CBFb FRET ratio 530/480, 1 h | inhibition, % at 20 µM | 220,000 tested, 0.46% active;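 active = inhibition over about 50% at 20 µM in the single-dose screen, limit read from the data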;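 also: 0% = DMSO wells and 100% = excess unlabeled CBFb competitor control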
Target sequence (Q01196 whole entry, looked up, the tested form may be a part): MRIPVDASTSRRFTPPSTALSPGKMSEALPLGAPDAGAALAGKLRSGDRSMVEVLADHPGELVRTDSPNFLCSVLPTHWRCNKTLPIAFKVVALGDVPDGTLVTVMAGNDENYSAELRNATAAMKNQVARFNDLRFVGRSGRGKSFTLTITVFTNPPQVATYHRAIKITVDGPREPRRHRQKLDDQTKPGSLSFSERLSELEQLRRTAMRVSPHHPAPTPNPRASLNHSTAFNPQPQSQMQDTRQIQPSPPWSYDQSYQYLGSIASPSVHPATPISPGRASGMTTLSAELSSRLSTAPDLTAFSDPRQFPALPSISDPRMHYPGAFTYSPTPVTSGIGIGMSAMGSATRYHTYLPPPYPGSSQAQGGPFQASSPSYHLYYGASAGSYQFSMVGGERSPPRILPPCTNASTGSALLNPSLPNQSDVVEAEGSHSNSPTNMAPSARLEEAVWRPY
Target sequence (Q13951 whole entry, looked up, the tested form may be a part): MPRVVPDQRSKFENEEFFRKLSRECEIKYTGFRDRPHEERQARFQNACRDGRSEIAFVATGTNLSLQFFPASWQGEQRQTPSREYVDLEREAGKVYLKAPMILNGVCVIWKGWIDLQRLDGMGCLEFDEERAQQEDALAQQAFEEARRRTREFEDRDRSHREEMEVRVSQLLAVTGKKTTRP
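Assay system: Cerulean-Runt domain fusion protein, energy donor; Signal: fluorescence energy transfer, 422 nm excitation, 530/480 nm emission; Timing: 1 h compound exposure, room temperature; Control set: unlabeled CBFb; Medium: Tris buffer pH 7.5 with salts and BSA; Compound: single test concentration of 20 µM, 1% DMSO final; Probe or stimulus: Venus-CBFb 100 nM.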
Tb hexokinase – blocks Trypanosoma brucei hexokinase 1 activity. recombinant TbHK1, G6PDH-coupled NADH A340. inhibition, % at 10 µM. 220,000 tested, 0.11% active. AID 1430;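 active = inhibition of 50% or more in the single-dose primary screen; inactive = inhibition below 50%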
EBV gp42 inh – inhibitors of Epstein-Barr virus glycoprotein 42; Q1HVG2; Fluorescence polarization binding assay, mP read-out; inhibition, % (tested at 21.74 µM); 220,000 tested, 0.42% active; AID 1085; in the data active = inhibition above about 50%
Target sequence (Q1HVG2 whole entry, looked up): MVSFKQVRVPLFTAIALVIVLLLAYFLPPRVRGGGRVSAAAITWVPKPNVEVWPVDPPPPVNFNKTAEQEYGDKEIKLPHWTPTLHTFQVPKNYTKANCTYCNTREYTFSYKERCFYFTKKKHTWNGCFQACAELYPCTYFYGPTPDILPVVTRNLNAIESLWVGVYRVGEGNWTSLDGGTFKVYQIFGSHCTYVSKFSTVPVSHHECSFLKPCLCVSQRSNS
Runt-SMMHC FRET – Runt domain-CBFb-SMMHC interaction inhibition; Q01196+Q13951; Cerulean-Runt/Venus-CBFb-SMMHC FRET ratio 530/480, 1 h; inhibition, % at 20 µM; 220,000 tested, 0.74% active;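 active = mean inhibition across duplicate retests at 20 µM reaching about 50%, limit read from the data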;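 also: 0% = DMSO wells and 100% = wells with excess untagged CBFb-SMMHC; inhibitors lower the FRET ratio by blocking Runt binding to CBFb-SMMHC; some results filed as inactive read as strong as hits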
MDM2 E3 inh – Mdm2 E3 ligase (human) inhibition; Q00987; cell-based MDM2 ubiquitination luciferase reporter, 2 h; 0 = plate control, 100 = twice control, blank-subtracted; signal enhancement, % at 5 µM; 210,000 tested, 0.11% active; AID 1230;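 active = signal enhancement of 30% or more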;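 also: luminescence tracks abundance of the self-degrading MDM2-luciferase fusion protein; higher signal means inhibition of MDM2 E3 ligase activity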
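Timing – 2 h compound exposure at 37 °C · Assay system – mammalian cells stably expressing self-ubiquitinating, self-degrading MDM2 E3–luciferase fusion · Amount – 2000 cells seeded into each well · Measure – % luminescence enhancement versus blank-corrected plate control mean · Measured by – SteadyLite luminescence, 15 min reagent step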
14-3-3 Bad PPI – disrupts binding of bovine 14-3-3 zeta to phospho-Bad peptide; P63103; TR-FRET 14-3-3zeta/Dy647-pBad peptide displacement, 1 h; inhibition, % at 21.7 µM; 220,000 tested, 0.71% active;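 active = inhibition above about 70%, limit read from the data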;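 also: 0% = full 14-3-3 plus peptide FRET controls and 100% = background without 14-3-3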
p47phox inh – inhibitors of human p47phox binding. P14598. p47phox/p22phox peptide binding, fluorescence polarization, 2 h. inhibition, % at 24.7 µM. 220,000 tested, 0.53% active;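 active = inhibition above about 30%, limit read from the data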;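 also: 0% = p47phox with labelled peptide and 100% = labelled peptide alone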
Hck-Nef inh – blocks Nef-activated human Hck kinase; P08631; Recombinant Hck-YEEI plus Nef, Z-Lyte FRET kinase assay; inhibition, % at 20 µM; 220,000 tested, 0.68% active; AID 463187;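 active = Hck-Nef kinase inhibition above about 50%, limit read from the data; inactive = inhibition below that limit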;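 also: 0% = DMSO with Hck plus Nef and 100% = Hck alone without Nef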
zVAD death inh – blocks zVAD induced death of L929 cells; L929 zVAD necroptosis rescue, ATP luminescence, 24 h; with zVAD 60 µM; viability rescue, % at 10 µM; 220,000 tested, 0.38% active; AID 1377;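 active = activation, scaled between plate controls, above about 75%, limit read from the data; inactive = activation under that limit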;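 also: 0% = zVAD with DMSO and 100% = DMSO alone without zVAD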
* hit, by the source's call; nt = no result given; [ ] = another dose, or the depositor's remark.

SMILES | Runt-CBFb FRET | Tb hexokinase | EBV gp42 inh | Runt-SMMHC FRET | MDM2 E3 inh | 14-3-3 Bad PPI | p47phox inh | Hck-Nef inh | zVAD death inh
Cc1ccc(/C=N/N(Cc2ccccc2)c2ccccc2)o1 | 7 | -8 | -3 | -5 | -1 | -19 | -75 | 22 | 1.1
COc1ccc(C(=O)NCCNc2ccccc2[N+](=O)[O-])cc1 | -4 | -3 | 3 | -8 | -14 | -1 | -6 | -6 | 5.0
Cc1ccc(N2CCN(C(=S)c3ccc(N(C)C)cc3)CC2)cc1 | 7 | -1 | -21 | 0 | -14 | -6 | -18 | 12 | 0.0
COc1ccc(OC)c(-n2c(=S)[nH]c3cc(C(=O)N(C)Cc4ccccc4)ccc3c2=O)c1 | -1 | 1 | 1 | 4 | -11 | -27 | -4 | 24 | 0.6
Cc1cc(NC(=O)CCSc2ccccc2)ccc1Br | 3 | -4 | -7 | -3 | nt | 16[fluorescence artefact?] | -4 | 1 | 1.6
O=C(NCCN1CCOCC1)c1cnn2c1NC(c1cccs1)CC2C(F)(F)F (stereo not given) | -1 | -6 | 11 | 0 | -7 | -6 | 1 | -2 | -0.3
Cn1nnnc1Sc1c(Cl)cccc1[N+](=O)[O-] | -2 | 1 | 5 | -1 | -16 | 6 | 3 | -2 | -0.4
O=C(COC(=O)c1c[nH]c(=O)[nH]c1=O)Nc1ccccc1F | 1 | 0 | -2 | 1 | -2 | -6 | -1 | -7 | -0.1
COc1ccccc1Nc1nc2ccccc2n1C | 0 | -9 | -10 | -1 | 0 | 3 | 10 | 0 | 2.0
Clc1ccc(-c2nnc(SCc3ccon3)o2)c(Cl)c1 | 0 | -1 | -8 | 1 | -28 | 15[fluorescence artefact?] | -17 | 9 | -0.8
O=C(CSc1nc2c(c(=O)n1-c1ccc(Cl)cc1)SCC2)NCc1ccco1 | 4 | -20 | -14 | 1 | -4 | 9 | -10 | 3 | -1.3
COCCNC(=S)NC(=O)CC12CC3CC(CC(C3)C1)C2 | 1 | 0 | -2 | 4 | -14 | -6 | -5 | 4 | nt
O=C1CSC(c2ccccc2)N1CC12CC3CC(CC(O)(C3)C1)C2 (stereo not given) | -2 | -9 | 1 | -7 | -8 | -1 | -3 | -1 | 1.4
COc1cc(/C=C/C(=O)OCC(=O)NCc2cccs2)ccc1OC(F)F | 0 | -5 | -5 | -1 | 1 | 3[fluorescence artefact?] | 4 | 5 | 0.0
COc1cc(OC)c2ccc(=O)oc2c1C(CC(=O)N1CCCC1)c1ccc(N(C)C)cc1 (stereo not given) | 7 | -31 | -25 | 6 | 8 | -2 | -34 | 30 | -0.5
COc1cc(SC#N)ccc1N=Cc1c(C)[nH]n(-c2ccc(C)c(C)c2)c1=O | 5 | -20 | -1 | -2 | -11 | 13[fluorescence artefact?] | -8 | 0 | -0.7
O=C(N/N=C/c1ccccn1)c1ccc(S(=O)(=O)N2CCCCCC2)cc1 | -2 | 1 | -2 | 0 | -7 | -7 | -7 | -9 | 1.4
CCOc1ccc2ccccc2c1CNc1nnnn1C | -1 | 5 | -5 | 0 | -9 | 5 | 5 | -13 | 1.6
COc1nc(NCc2cccnc2)nc(NC2CCCCC2)n1 | 0 | -4 | -20 | 0 | -36 | 4[fluorescence artefact?] | 7 | 2 | 0.3
CC(=O)N1CCN(c2cc(N3CCCC3)c(F)cc2[N+](=O)[O-])CC1 | -6 | 0 | -8 | -10 | -6 | -3 | -2 | 12 | 0.8
CCC(C)N1C(=O)CCC1C(=O)N1CCN(c2ccc(F)cc2)CC1 (stereo not given) | 2 | -5 | -19 | -4 | -21 | -6[fluorescence artefact?] | -2 | 3 | 0.2
CN(CCOc1ccccc1)CC(=O)Nc1ccc(S(=O)(=O)N2CCCC2)cc1 | -4 | -5 | -7 | 33 | -8 | 9 | -3 | 11 | 1.7
Cc1[nH]c2ccc(-c3nnc(SCC(=O)c4ccc(F)cc4)o3)cc2c1C | -1 | -10 | -2 | -1 | -20 | 12 | 7 | 1 | 1.9
COc1cccc(NC(=O)C(Cc2ccccc2)NC(=O)C2CCC(C)CC2)c1 (stereo not given) | 2 | 0 | -9 | -2 | -1 | -3[fluorescence artefact?] | -8 | 6 | nt
CC(=O)c1cc(C#N)c(SCCC(C)C)nc1C | -7 | 2 | -5 | -12 | -26 | 8 | -6 | 8 | -0.2
CN(C)C(=O)COC(=O)c1cc(Cl)cc(Cl)c1N | 0 | -10 | -6 | 1 | -10 | 21 | -2 | 5 | 0.3
O=[N+]([O-])c1cc(Cl)ccc1Sc1cccc2cccnc12 | 2 | -3 | -8 | -1 | -31 | -1 | 0 | 8 | 0.5
CC1=C(C(=O)N(C)C)C(c2ccc(Cl)c(Cl)c2)NC(=O)N1 (stereo not given) | -2 | -7 | -6 | -4 | -11 | 0 | -18 | 0 | 0.0
CCOc1ccc(C2=C/C(=C/c3cccnc3)C(=O)O2)cc1 | 12 | -11 | -52 | 78 | -15 | 6[fluorescence artefact?] | -2 | -3 | 0.9
Cc1[nH]c2ccccc2c1-c1csc(NC(=O)CSCCO)n1 | -1 | 1 | -12 | -4 | -9 | -8 | -9 | 36 | 14
O=C(NC(N1CCOCC1)C(Cl)(Cl)Cl)c1ccco1 (stereo not given) | 1 | 2 | -17 | -4 | -3 | -13 | -1 | 21 | 1.3
CCOC(=O)Cc1nnc(NC(=O)C(CC)Sc2nc(C)cc(=O)[nH]2)s1 (stereo not given) | 0 | 9 | -2 | 2 | -10 | 4 | -4 | 0 | 3.0
Cn1c2c(c(=O)n(C)c1=O)C(NC(=O)c1cccs1)(C(F)(F)F)C(=O)N2 (stereo not given) | 1 | 10 | -5 | 2 | -2 | 4 | 11 | 1 | -0.1
Cc1cc(C(F)(F)F)n(-c2nc(C(=O)Nc3ccccc3Oc3ccccc3)cs2)n1 | -1 | -11 | -5 | 1 | -7 | -10 | -4 | 0 | 0.8
O=C(COCC(=O)Nc1cccc(C(F)(F)F)c1)Nc1cccc(C(F)(F)F)c1 | -4 | -7 | 3 | -7 | -13 | 1[fluorescence artefact?] | -8 | 0 | 0.9
COCCNC(=O)c1cc(S(=O)(=O)N(C)c2ccccc2OC)ccc1C | 2 | -4 | 5 | -1 | -5 | 2 | 7 | 12 | -0.2
CCN(CC)C(=O)C[n+]1cccc(/C=N/O)c1 | 2 | -3 | 9 | 0 | -8 | 3[fluorescence artefact?] | -9 | 3 | 0.3
COc1cc(C(=O)OCC(=O)Nc2ccc(F)cc2F)cc(OC)c1OC | -1 | -6 | -3 | -2 | -10 | 9 | -7 | 1 | -0.8
CC1CCN(C(=S)c2ccc(-c3ccc(Cl)cc3Cl)o2)CC1 | 35 | 1 | -11 | 5 | -2 | -3 | -8 | 12 | 0.7
Cc1cc(NC(=O)NCC(F)(F)F)no1 | 1 | -4 | -16 | 1 | -78 | 4 | -7 | 20 | 1.2
O=C(COC(=O)c1ccc(S(=O)(=O)N2CCCC2)cc1)NCc1ccc(Cl)cc1 | 1 | -6 | -20 | -1 | 0 | 6 | -12 | 0 | -0.1
Clc1ccc2c(c1)C(N1CCNCC1)=Nc1ccccc1O2 | 0 | -5 | 3 | 3 | nt | -2 | -8 | -3 | 2.8
COc1cc2cc(CN(Cc3nnnn3Cc3ccco3)C3CCCCC3)c(=O)[nH]c2cc1OC | -103 | -34 | -1 | 41 | -9 | -10 | -4 | 8 | 0.3
CCOC(=O)NC(=O)/C(C#N)=N/Nc1ccc(F)cc1 | 0 | -12 | -25 | -3 | -13 | 22 | -7 | 2 | 0.1
Cc1cc(C(=O)CSc2nnc3ccccn23)c(C)n1-c1ccccc1 | 2 | -7 | -8 | -11 | -84 | -5 | -7 | 4 | -0.1
Cc1occc1C(=O)NC(C)c1ccc2c(c1)OCO2 (stereo not given) | 0 | -1 | -5 | 0 | -12 | 21 | -7 | 1 | -0.3
Cc1c(NC(=O)c2ccc(Br)o2)cccc1C(=O)O | -1 | -5 | 5 | 1 | -2 | 3 | -3 | -1 | 1.2
Cc1nn(CC(=O)NCc2ccccc2F)c(C)c1[N+](=O)[O-] | 0 | 0 | -11 | 0 | 4 | -5 | -6 | 15 | 18
COc1cc(NC(=O)CSc2nc3ccccc3c(=O)n2C)ccc1NC(=O)c1ccco1 | -2 | -23 | -5 | -3 | nt | 11[fluorescence artefact?] | 4 | 4 | 2.9
COc1ccccc1NS(=O)(=O)c1cccc(C(=O)NN)c1 | -6 | -3 | -19 | 0 | -5 | 8 | -7 | 1 | -0.3
CCC(C)NC(=O)c1cc(-c2ccc(OC)cc2)on1 (stereo not given) | 1 | -8 | -5 | 0 | -39 | 0 | -3 | -1 | 0.2
COc1ccc(-c2cc(C(=O)Nc3sc4c(c3C#N)CCCC4)c3ccccc3n2)cc1OC | -5 | -17 | 4 | -23 | -6 | 1[fluorescence artefact?] | -8 | 0 | 2.2
CCOC(=O)C1=C(NC(=S)NC(=O)c2ccccc2)c2ccccc2CC1C(C)C (stereo not given) | 4 | -2 | -4 | 2 | -1 | -4 | -4 | 0 | -0.1
CCOC(=O)c1sc(NC(=O)/C=C/c2c(F)cccc2Cl)nc1C | 0 | -17 | -67 | 4 | -5 | 47 | -147 | 7 | nt
Cc1ccc(CNC(=O)Cn2cccc2C(=O)c2ccccc2)cc1 | 1 | -9 | -4 | -3 | -3 | 13 | 2 | 1 | -0.6
Cn1cc(-c2nnc(-c3ccccc3)o2)c2ccccc21 | -4 | -5 | -16 | -10 | -43 | 0 | -3 | 1 | 1.3
CCOc1cc(CNc2ccccc2)cc(Br)c1OCc1ccccc1F | 0 | 6 | 12 | 1 | -6 | -14 | 2 | 2 | -0.8
CCOC(=O)C1C(=O)CC(C)(O)C(C(=O)OCC)C1c1cccc(OC)c1 (stereo not given) | -1 | 4 | -19 | -3 | -7 | 7 | -8 | 3 | -0.3
Cc1cc(C)c(C)c(S(=O)(=O)Nc2ccccc2C(=O)NCCCN2CCOCC2)c1C | 0 | -5 | 2 | -3 | 8 | -5 | -3 | 19 | -0.1
COc1ccccc1-n1cnnc1SCC(=O)Nc1ncc(Cl)cc1Cl | 0 | 4 | -4 | -3 | -6 | -3 | -6 | 0 | -0.2
Cc1cc(C)n(-c2nc3c(c(=O)[nH]c(=O)n3C)n2C)n1 | 0 | 1 | -17 | 2 | -14 | -10[fluorescence artefact?] | 14 | 1 | 1.7
CCC1CCCCN1C(=O)CSc1nnc(-c2ccc(Cl)cc2)o1 (stereo not given) | 1 | -3 | 8 | 2 | -20 | 5 | -6 | 1 | 37

Reprinted from the entries so far, 3 compounds:
SMILES | Runt-CBFb FRET | Tb hexokinase | EBV gp42 inh | Runt-SMMHC FRET | MDM2 E3 inh | 14-3-3 Bad PPI | p47phox inh | Hck-Nef inh | zVAD death inh
Cc1ccc(/C=N/N(Cc2ccccc2)c2ccccc2)o1 | 7 | -8 | -3 | -5 | -1 | -19 | -75 | 22 | 1.1
COc1ccc(C(=O)NCCNc2ccccc2[N+](=O)[O-])cc1 | -4 | -3 | 3 | -8 | -14 | -1 | -6 | -6 | 5.0
Cc1ccc(N2CCN(C(=S)c3ccc(N(C)C)cc3)CC2)cc1 | 7 | -1 | -21 | 0 | -14 | -6 | -18 | 12 | 0.0
